Source: PubChem BioAssay
PfG6PD inh = PfG6PD (Plasmodium falciparum) enzyme inhibition. PfGluPho enzyme, NADPH resazurin-diaphorase fluorescence. inhibition, % at 20 µM. 350,000 compounds, 0.78% hits;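 active = inhibition reaching at least a set limit at 20 µM in the primary screen, cut at about 59% in these data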;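 note: 0% = DMSO wells with substrate and 100% = DMSO wells lacking glucose-6-phosphate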
SENP6 inh = SENP6 protease inhibition; Q9GZR1; inhibition, % at 10 µM; Recombinant SENP6 catalytic domain, aminoluciferin luminescence; 330,000 compounds, 1.8% hits; AID 2599;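 active = inhibition above about 50% at the single tested dose, limit read from the data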;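 note: plate controls were DMSO wells with enzyme for no effect and DMSO wells lacking enzyme for full effect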
Target sequence (Q9GZR1 628-1112 limits assumed): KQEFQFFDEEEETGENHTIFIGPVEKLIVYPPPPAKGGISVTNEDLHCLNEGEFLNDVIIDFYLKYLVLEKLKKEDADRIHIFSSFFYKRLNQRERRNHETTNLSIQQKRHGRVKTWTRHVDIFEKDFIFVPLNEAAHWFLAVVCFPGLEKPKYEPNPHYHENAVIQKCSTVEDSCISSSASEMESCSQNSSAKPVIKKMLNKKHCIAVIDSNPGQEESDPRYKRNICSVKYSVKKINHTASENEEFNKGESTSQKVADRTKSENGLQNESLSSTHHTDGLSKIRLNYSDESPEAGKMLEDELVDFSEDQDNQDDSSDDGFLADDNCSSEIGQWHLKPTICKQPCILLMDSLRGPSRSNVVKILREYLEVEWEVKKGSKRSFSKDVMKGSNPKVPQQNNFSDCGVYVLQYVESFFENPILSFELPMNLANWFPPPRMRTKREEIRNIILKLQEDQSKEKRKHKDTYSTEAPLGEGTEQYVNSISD
hIAP act = increases human intestinal alkaline phosphatase activity | P09923 | purified human IAP, CDP-Star luminescence, 30 min; hits give high values; 1 = vehicle-only enzyme, 0 = enzyme-free background | activation factor at 10 µM | 330,000 compounds, 0.16% hits | AID 2524;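 active = activation factor of the enzyme at least 2-fold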; note: the source names both 10 and 20 µM as test concentration; values of inactives mirror those of a sister screen read the other way
NR3A LBD binder = NR3A (human) ligand-binding domain modulation; Tm shift relative to glycine control, % at 25 µM; 340,000 compounds, 2.5% hits; NR3A LBD differential scanning fluorimetry, Tm shift; 0% = protein alone, 100% = glycine-bound protein;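 active = melting temperature shift of at least 10% of the positive control shift, at one fixed dose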
MPTP block = permeability transition pore inhibition; 360,000 compounds, 1.4% hits; inhibition, % at 10 µM; isolated mouse mitochondria, Ca2+ swelling absorbance, 30 min; AID 602449;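 active = inhibition of 50% or more, scaled per plate between neutral and stimulator controls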;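 note: 0% = DMSO wells given calcium and 100% = 1 mM EGTA wells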
SENP1 FRET inh = inhibitors of human SENP1 SUMO protease catalytic domain | 360,000 compounds, 0.21% hits | inhibition, % at 10 µM | recombinant SENP1 catalytic domain, CyPet-SUMO1-YPet FRET cleavage | Q9P0U3;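 active = inhibition at least 30% at 10 µM, raw YFP signal under a set limit, fluorescence ratio 0.5 to 1.5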;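 note: 0% = enzyme with DMSO and 100% = no enzyme wells; some results filed as inactive read as strong as hits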
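System: Recombinant human SENP1 catalytic domain, His6-tagged | Incubation: Enzyme reaction for 50 min at room temperature, dark | Medium: Tris pH 8 with BME, BSA, NP40 and catalase | Also added: 25 nM SUMO1 FRET substrate | Compound: 10 µM single point, 0.5% DMSO | Measured by: FRET fluorescence in CFP and YFP emission channels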
ATG4B inhibitor = inhibitors of human ATG4B cysteine protease | ATG4B cleavage of LC3-PLA2, NBD-HPC fluorescence, 1 h | AID 504462 | inhibition, % at 8.33 µM | 340,000 compounds, 0.51% hits; in the data active = inhibition above about 40%
Target sequence (Q9Y4P1 whole entry, looked up): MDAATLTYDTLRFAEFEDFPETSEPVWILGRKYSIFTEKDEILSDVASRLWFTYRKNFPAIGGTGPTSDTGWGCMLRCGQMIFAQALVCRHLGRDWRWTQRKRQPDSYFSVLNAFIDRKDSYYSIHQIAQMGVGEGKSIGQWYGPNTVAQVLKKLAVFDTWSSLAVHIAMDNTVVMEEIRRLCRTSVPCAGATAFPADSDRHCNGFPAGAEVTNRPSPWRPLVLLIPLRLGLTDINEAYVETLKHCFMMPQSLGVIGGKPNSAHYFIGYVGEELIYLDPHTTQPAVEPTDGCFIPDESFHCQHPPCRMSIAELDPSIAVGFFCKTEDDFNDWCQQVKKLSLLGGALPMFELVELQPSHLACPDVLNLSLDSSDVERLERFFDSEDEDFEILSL
SENP8 inh = inhibitors of human SENP8 protease; Q96LD8; recombinant SENP8, Nedd8 substrate fluorescence; inhibition, % at 20 µM; 360,000 compounds, 0.64% hits; AID 602440; in the data active = inhibition mostly above about 40%, no sharp cut-off; inactive = mostly below about 27%
Target sequence (Q96LD8 whole entry, looked up): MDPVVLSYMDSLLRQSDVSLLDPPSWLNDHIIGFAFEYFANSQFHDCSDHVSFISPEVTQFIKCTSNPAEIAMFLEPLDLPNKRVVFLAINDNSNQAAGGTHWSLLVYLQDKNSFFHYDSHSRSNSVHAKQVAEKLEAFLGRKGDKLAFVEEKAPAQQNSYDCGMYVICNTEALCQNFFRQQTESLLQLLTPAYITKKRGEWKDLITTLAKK
The depositor's hits bear a star; i = inactive; . = not tested or not shown.

Each structure is followed by: PfG6PD inh, SENP6 inh, hIAP act, NR3A LBD binder, MPTP block, SENP1 FRET inh, ATG4B inhibitor, SENP8 inh
CCc1[nH]nc(C(=O)N2CCCC(Nc3cccc(F)c3)C2)c1C (configuration not stated)
  -5, -6, 1.3, -1, 0.5, 0, 2, 11
Cc1c(C(=O)NC2CCCc3ccccc32)oc2ccc(S(=O)(=O)N3CCOCC3)cc12 (configuration not stated)
  11, -4, 1, 0, 2.4, -1, -16, 20
COc1cc(Cl)c(CC(=O)c2c[nH]c3ccccc23)cc1OC
  9, -20, 1.1, 4, 0.7, 2, 7, 15
CN(C)S(=O)(=O)c1cccc(NC(=O)c2sccc2-c2ccccc2)c1
  0, 11, 1.1, 5, -1.9, 2, -5, 6
CCN(CC)C(=S)NC(=O)C12CC3CC(CC(C3)C1)C2
  -19, 1, 1.1, 1, -1.0, 4, 4, 10
COc1ccccc1NC(=S)NCc1ccc2c(c1)OCO2
  -1, 1, 0.85, 2, -0.5, 2, -8, -1
O=C(NCCc1csc(-c2cccnc2)n1)c1ccc(Cl)cc1
  7, 10, 0.94, 0, -1.1, 1, -20, 5
COc1cc(NC(=O)NCC2CCN(Cc3ccccc3Cl)CC2)cc(OC)c1OC
  -6, 3, 2.6*, 0, 0.3, 2, 2, 21
NNc1nc(-c2ccccc2)nc(-c2ccccc2)c1Br
  -7, -5, 0.9, 2, 0.2, 0, 1, 2
COc1ccc(CCNC(=O)CSc2nc(O)c(C(C)C)c(=O)[nH]2)cc1OC
  5, -5, 1.1, 0, 2.3, -1, -3, 10
Cc1nc2ccccc2c(=O)n1/N=C/c1ccco1
  -15, -2, 1.2, 0, -0.9, 3, -1, 5
CCOc1ccc(C(=O)NCC(=O)OCC(=O)Nc2cccc(S(=O)(=O)N3CCCC3)c2)cc1
  -25, 12, 1.2, -3, 1.2, -27, -13, 9
O=C(COc1ccccc1)Nc1ccc(S(=O)(=O)N2CCCC2)cc1
  0, -1, 1.1, 1, -1.1, -8, -8, 9
O=C(CNC(=O)c1nn(Cc2ccccc2)c(=O)c2ccccc12)Nc1ccc(F)c(F)c1F
  -13, -4, 1.1, 2, 1.2, 4, 3, 7
CCOc1ccc(CN(C)CC(=O)Nc2ccc3c(c2)CCC3)cc1OC
  -7, -4, 1.3, -2, 1.9, 2, 2, 18
CCc1cc(=S)n2c([nH]c3ccccc32)c1C#N
  39, 14, 0.74, 7, 101*, -35, 4, -357
COc1ccc2c(=O)c(-c3cnn(-c4ccccc4)c3)c(C)oc2c1
  -12, -16, 1.1, 1, 2.0, 0, -10, 12
O=C(c1ccc(OCc2cn3ccccc3n2)cc1)N1CCN(S(=O)(=O)c2ccccc2F)CC1
  13, -4, 1, 3, -1.1, -2, -13, -28
COCCNC(=S)NC1CC2CCCC(C1)N2Cc1cccs1 (configuration not stated)
  -13, -8, 0.91, 2, 0.2, 1, -2, 6
C=C(C(=O)Nc1ccccc1)c1ccc(C)cc1
  -3, -2, 1, 1, 0.7, 1, 6, -6
CCN(CC)CCn1c(NCc2ccccn2)nc2ccccc21
  -19, -2, 1, -1, -2.0, 1, 1, 11
Cc1cn(C)c(=O)n(C)c1=O
  -16, -4, 1.1, 0, -0.5, 2, -11, -4
C=CCC(C#Cc1ccccc1)N(C)C (configuration not stated)
  6, -1, 0.94, 1, -2.9, 0, 4, 19
CC(C)n1c(=S)[nH]c2scc(-c3cccs3)c2c1=O
  8, -15, 1, -1, 16, 4, 8, 16
Cc1ccc(C2=NOC3(CC(=O)N(c4ccc(C)cc4)C3=O)C2)cc1 (configuration not stated)
  8, -17, 1.1, 1, 0.6, 0, -4, 16
C=C1CCC(C)C(C)(CCC2=CCOC2=O)C/C=C\C=C/1C(=O)O (configuration not stated)
  -7, 7, 0.97, 0, -0.4, 2, -2, 26
CCOc1ccc(N2C(=O)CC(N(CCc3ccc(OC)c(OC)c3)C(=O)/C=C/C(=O)O)C2=O)cc1 (configuration not stated)
  -12, -11, 1.1, 1, -0.9, -2, 1, 8
Cc1noc2ncnc(Sc3c(Cl)cccc3Cl)c12
  7, 0, 0.91, -1, -0.2, 1, 12, 25
CN(C)S(=O)(=O)c1ccc(NC(=O)N2CCN(c3ccccc3)CC2)cc1
  8, -2, 0.85, -3, 0.9, 0, 10, 6
Cc1ccc(C(OC(=O)c2ccco2)C(=O)NC2CCCC2)cc1 (configuration not stated)
  -3, 19, 0.96, 0, -0.8, 2, -11, 6
O=C(Nc1cccc2ccccc12)OCc1ccccc1
  12, ., ., 0, 0.0, -2, -2, -54
COc1ccc(S(N)(=O)=O)cc1C(=O)NNC(=O)c1cccc(S(=O)(=O)N2CCOCC2)c1
  -7, ., ., 1, -2.8, 4, -12, 14
Cc1cc(NC(=O)CCN2C(=O)/C(=C/c3ccccc3Cl)SC2=S)no1
  -3, 5, 1.1, 0, 1.5, 0, -4, 26
Cc1csc(NC(=O)c2cccc(S(=O)(=O)N3CCN(C)CC3)c2)n1
  7, 2, 1, -2, -0.8, -3, -4, -4
CCOC(=O)c1ccccc1NC(=O)CSc1nc2c(sc(=S)n2CC)c(=O)[nH]1
  -7, ., ., 3, 5.4, 1, 2, -14
CCOC(=O)c1sc(NC(=O)CSC(=S)N2CCOCC2)nc1C
  10, -5, 0.96, 1, 2.3, 1, 2, 37
CCC(C)c1ccccc1OCCCCN1CCCC1 (configuration not stated)
  26, 7, 0.73, 1, -0.3, 0, -5, 21
O=C(COc1ccc(S(=O)(=O)Nc2ccccc2)cc1)N1CCOCC1
  -9, -22, 1, 0, -0.4, 4, -4, 21
COCCSc1nnc(NC(=O)COC)s1
  -4, 2, 0.95, 1, 1.4, 4, -6, 22
COc1ccc(OCCCC(=O)NNC(=O)CCN2CCN(c3ccccc3)CC2)cc1
  9, 1, 1.7, 6, -0.4, 1, -3, 2
CC1CC1C(=O)N1CCN(S(=O)(=O)c2cccc(F)c2)CC1 (configuration not stated)
  -4, 12, 1, 2, 1.3, 0, -3, 6
Clc1ccc(Cn2cccc2C2=NCCO2)cc1
  9, -13, 1, 1, -3.5, 1, -8, 38
O=C(Nc1ccccc1)Nc1scc2c1c(=O)oc1ccccc12
  8, -2, 1, 3, ., ., -6, .
CC(NS(=O)(=O)/C=C/c1ccccc1)C(=O)NCCc1ccc(S(N)(=O)=O)cc1 (configuration not stated)
  -9, -10, 1.1, -1, -1.7, -5, 0, -5
CC(CCc1ccccc1)NC(=O)COC(=O)c1cccc(N(C)C)c1 (configuration not stated)
  4, -7, 1.2, -3, 0.9, -1, -8, -218
O=c1cc(-c2ccccc2)nc(SCc2ccccc2F)[nH]1
  -22, 1, 0.86, -1, 1.4, 2, -6, 8
COc1ccccc1N(C)S(=O)(=O)c1ccc(C(=O)Nc2ccc(C(N)=O)cc2)cc1
  5, -28, 0.98, -7, -2.9, 0, -16, 2
O=C(CSCC(=O)Nc1nc(-c2ccc3c(c2)OCO3)cs1)Nc1nccs1
  5, 12, 1.2, -29, -1.8, 2, -9, 0
O=C1c2ccccc2C(=O)N1CCC1(O)C(c2ccccc2)=Nc2ccccc21 (configuration not stated)
  6, ., ., 0, 1.2, -1, -9, -278
Cc1ccc(C)c(NC(=O)CCN2CCCCC2)c1
  -13, 6, 0.85, 0, -2.1, 1, 0, 15

Carrying on.
Each structure is followed by: PfG6PD inh, SENP6 inh, hIAP act, NR3A LBD binder, MPTP block, SENP1 FRET inh, ATG4B inhibitor, SENP8 inh
CC(C)C[C@@H](CO)N1CCN(CCCc2ccccc2)CCC1=O
  -2, 7, 0.89, -4, 0.4, 0, 11, 7
Cc1nn2c(-c3cccc(NC(=O)c4ccco4)c3)nnc2c2ccccc12
  2, 4, 1, -1, 1.8, -2, -23, -44
O=C(Cc1ccc(-n2cccc2)cc1)NC1CCCCCC1
  0, -5, 1.1, 0, -0.8, -1, -1, 9
O=c1c2[nH]c3ccccc3c2nc2n1CCS2
  1, -10, 1.1, 1, 2.3, 2, -1, -46
CC1=C(C(=O)N(C(C)C)C(C)C)CC(CC(=O)NCCN2CCOCC2)C(=O)N1Cc1ccccc1 (configuration not stated)
  -21, ., ., ., 1.1, 2, ., -19
CCN(c1ccccc1)S(=O)(=O)c1cccc(C(=O)NCC(c2ccco2)N2CCCC2)c1 (configuration not stated)
  1, -12, 1.2, -1, 1.2, -27, 0, -8
COc1cc(C(=S)N2CCN(c3ccccc3Cl)CC2)cc(O)c1O
  26, -18, 0.94, -25, 6.3, -1, 0, 38
CCCn1c(=O)[nH]c(=O)c2[nH]cnc21
  6, -2, 1.1, 2, 0.4, -1, -4, 10
CC(C)[C@H]1C(=O)Nc2ccccc2N1C(=O)N[C@@H](Cc1ccccc1)C(=O)N[C@@H](Cc1ccccc1)C(=O)O
  -17, -9, 0.97, -2, -2.7, 2, -19, 38
CCOc1cc(C2C3=C(CCCC3=O)N(CC(=O)O)C3=C2C(=O)CCC3)ccc1OC
  7, -10, 1.2, -1, 0.9, -16, -9, -46

4 compounds from above, arranged by the value under hIAP act, rising:
SMILES	hIAP act
COc1cc(C(=S)N2CCN(c3ccccc3Cl)CC2)cc(O)c1O	0.94
Cc1nn2c(-c3cccc(NC(=O)c4ccco4)c3)nnc2c2ccccc12	1
O=C(Cc1ccc(-n2cccc2)cc1)NC1CCCCCC1	1.1
CCOc1cc(C2C3=C(CCCC3=O)N(CC(=O)O)C3=C2C(=O)CCC3)ccc1OC	1.2

Remaining list, next part:
Each structure is followed by: PfG6PD inh, SENP6 inh, hIAP act, NR3A LBD binder, MPTP block, SENP1 FRET inh, ATG4B inhibitor, SENP8 inh
COc1ccc(Cl)cc1C(=O)Nc1ccccc1N1CCCCC1
  12, -23, 1, 2, 0.5, 2, -1, 6
COc1ccccc1N(C)S(=O)(=O)c1ccc(Cl)c(C(=O)N2CCC2)c1
  2, -5, 0.97, 0, -1.9, 1, -5, -3
CCOC(=O)N1CCC(NC(=O)c2cccnc2SC)CC1
  -13, 5, 1.1, 2, -4.9, 1, 5, 23
CCOc1ccc(C2C3=C(Nc4nc(N)[nH]c(=O)c42)c2ccccc2C3=O)cc1 (configuration not stated)
  -5, -9, 1.2, -8, 1.4, -3, -10, 9
Cc1cc(C)c2c(N)c(S(=O)(=O)c3ccccc3)sc2n1
  19, -9, 1.1, -10, 1.6, -4, -12, i
COc1cccc(CNC(=O)COC(=O)CNC(=O)c2ccc(-c3ccccc3)cc2)c1
  -5, -12, 0.99, -14, 0.3, 3, -2, 6
CCN(CC)c1cccc(OC2=NS(=O)(=O)c3ccccc32)c1
  43, 0, 0.94, 2, 4.0, -25, 0, 2
CCOc1ccc(OCCC(=O)Nc2ccccc2C(=O)NC2CC2)cc1
  -7, ., ., ., -0.9, 2, ., -32
CCN(C(=O)C(C)Cl)c1ccccc1 (configuration not stated)
  10, -5, 1.1, 0, -1.3, 0, 0, 3
Cc1ccc(C)c(NC(=S)NCc2cccs2)c1
  -6, 2, 0.93, -5, -0.6, 0, -2, 2
COCCNC(=O)/C(C#N)=C/c1cc(C(C)C)c(OC)cc1C
  16, -13, 0.89, 0, -1.3, -1, 8, -1
CN(C)C(CNC(=O)c1cnc(Cl)c(Cl)c1)c1ccccc1 (configuration not stated)
  -18, -5, 0.92, 3, 0.7, 0, 0, 18
S=C(Nc1ccc(Br)cc1Cl)NN1CCOCC1
  -9, 3, 1.1, 0, -1.4, -2, -2, 13
CC1(C)Cc2cccc(OCC(=O)N3CCN(c4cccc(C(F)(F)F)c4)CC3)c2O1
  25, 1, 1.1, 2, -1.0, 1, 11, 14
Cc1cc(C)c(CN2CCC(n3nccc3NC(=O)C3CCOC3)CC2)cc1C (configuration not stated)
  13, -4, 0.95, -1, -0.7, 0, -4, 6
COc1ccc(/C(C)=N/NS(=O)(=O)c2ccccc2)c(OC)c1
  -15, -14, 0.92, -1, -1.0, 0, 5, 2
CN(C)CCN(CC1CCCN(Cc2ccccc2F)C1)C(=O)c1ccc(F)cc1 (configuration not stated)
  8, -7, 1.2, -3, 1.5, -5, 1, 27
